# Screens as filed in PubChem BioAssay.
# D2 antag = D2 dopamine receptor (human) antagonism; inhibition, % at 10 µM; actives 2% (n = 340,000); AID 485344; P14416; HEK293 TREx D2 cells, calcium flux, dopamine EC80; in the data active = inhibition above about 30%; note: 0% is about no effect
#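 Cells plated overnight at 30 C with tetracycline; no-wash calcium dye, 30–90 min RT; 10 s baseline; compound pinned; 180 s read; EC80 dopamine added; another 180 s read.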
# TRHR agonist = activates the human TRH receptor | TRHR cells, calcium flux fluo-8, FDSS agonist mode | activation, % at 2 µM | actives 0.18% (n = 360,000); note: 0% is about no effect
#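 In this calcium-flux screen, cells bearing human TRHR are dye-loaded with fluo-8, baselined for 10 cycles, then exposed to library compounds; positive kinetic calcium responses during the agonist phase mark hits, with TRH as control.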
# D1 ag = human D1 receptor agonism; actives 1% (n = 360,000); activation, % at 2 µM; HEK293 T-REx D1 cells, calcium flux, agonist mode; note: 0% is about no effect
#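 Inducible HEK293 T-REx D1 cells, force-coupled to calcium signalling, were plated at 4000 cells/well with tetracycline and held overnight at 30 C. After no-wash calcium dye loading, compound-evoked calcium rise over 180 s flagged agonists.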
# D1 antagonist = antagonists of human D1 dopamine receptor; P21728; HEK293 TREx D1 cells, calcium flux, dopamine EC80; active compounds read low; activity change, negative = inhibition, % at 10 µM; actives 3.2% (n = 360,000); in the data active = activity change below about -30%; note: % is set by controls: 0 for no effect and ±100 for the full control effect
#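 After overnight tetracycline induction at 30 C, force-coupled D1 HEK293 cells took up a no-wash calcium dye at room temperature. Compounds were added and monitored 180 s, and the response to EC80 dopamine was then recorded.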
# D1 potentiator = potentiators of human D1 dopamine receptor. potentiation, % at 10 µM. P21728. actives 0.036% (n = 360,000). HEK293 TREx D1 cells, calcium flux, dopamine EC20 potentiation. AID 504651; in the data active = potentiation above about 30%; note: 0% is about no effect
# D2 agonist = agonists of human D2 dopamine receptor; P14416; HEK293 T-REx D2 cells, calcium flux agonist mode; activation, % at 2 µM; actives 0.53% (n = 340,000); AID 485358;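 active = activation over 3 SD above normal in the single-dose calcium agonist read, cut at about 30% in these data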; note: 0% is about no effect
#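 Calcium-flux readout, 1 cycle/sec over 180 s following compound pin transfer, in inducible HEK293 Trex D2 cells (force-coupled); dopamine controls included. Positive calcium responses during this window marked compounds as potential agonists.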
# TRHR PAM = allosteric enhancers of human TRH receptor | actives 0.66% (n = 360,000) | TRHR cells, fluo-8 calcium fluorescence, EC20 TRH enhancement | enhancement, % at 2 µM | P34981; in the data active = enhancement above about 30%; note: 0% is about no effect
#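 Enhancer read-out: after compound pinning and an initial kinetic agonist-mode read, an EC20 of TRH (10 nM final) was injected and fluo-8 calcium signal (Ex 480/Em 530) followed at 1 s/cycle for 100 cycles in TRHR-expressing cells.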
# RXFP1 antagonist = RXFP1 (human) relaxin receptor antagonism; Q9HBX9; HEK293-RXFP1, relaxin-stimulated cAMP HTRF, 30 min; active compounds read low; activity change, negative = inhibition, % at 57.5 µM; actives 0.59% (n = 350,000); AID 1259400;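 active = activity change of -60% or lower, but not beyond a set lower limit; inconclusive = change between -60% and -40%, or beyond the set limit; inactive = change above -40%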; note: % is set by controls: 0 for no effect and ±100 for the full control effect
# Target sequence (Q9HBX9 whole entry, looked up): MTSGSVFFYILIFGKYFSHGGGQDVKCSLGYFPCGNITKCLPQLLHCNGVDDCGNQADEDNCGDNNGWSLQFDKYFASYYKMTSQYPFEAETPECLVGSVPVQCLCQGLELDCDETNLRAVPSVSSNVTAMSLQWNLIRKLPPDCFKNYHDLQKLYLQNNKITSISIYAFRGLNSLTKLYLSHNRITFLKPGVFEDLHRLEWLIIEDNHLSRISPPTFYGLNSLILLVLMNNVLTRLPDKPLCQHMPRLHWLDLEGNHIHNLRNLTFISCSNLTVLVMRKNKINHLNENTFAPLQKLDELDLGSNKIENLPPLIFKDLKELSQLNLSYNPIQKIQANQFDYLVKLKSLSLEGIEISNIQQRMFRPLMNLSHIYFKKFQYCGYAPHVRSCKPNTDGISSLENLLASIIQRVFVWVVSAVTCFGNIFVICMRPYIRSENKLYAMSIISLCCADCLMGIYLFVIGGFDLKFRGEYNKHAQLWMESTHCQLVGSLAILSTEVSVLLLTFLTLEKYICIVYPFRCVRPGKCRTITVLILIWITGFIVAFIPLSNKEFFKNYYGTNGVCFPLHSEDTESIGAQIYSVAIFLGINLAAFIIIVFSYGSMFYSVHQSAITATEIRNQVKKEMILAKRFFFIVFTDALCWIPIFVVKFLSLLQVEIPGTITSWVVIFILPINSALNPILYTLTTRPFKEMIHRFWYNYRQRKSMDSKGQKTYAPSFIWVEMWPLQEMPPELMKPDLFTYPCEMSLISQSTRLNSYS
# D2 PAM = D2 dopamine receptor (human) potentiation; AID 485347; HEK293 T-REx D2, calcium flux, EC20 dopamine potentiation; potentiation, % at 10 µM; actives 0.34% (n = 340,000); P14416;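 active = potentiation over 3 SD above the plate norm, cut at about 30% in these data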; note: 0% is about no effect
#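 Primary screen. Calcium kinetics in induced HEK293 T-REx D2 cells: compound pre-addition 180 s, EC20 dopamine, 180 s more.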
# The depositor's hits bear a star; u = inconclusive; x = no result given. Cut-off read from the data, not from the text of the source, unless noted: active = activation above about 30%; inactive = the rest.
SMILES,D2 antag,TRHR agonist,D1 ag,D1 antagonist,D1 potentiator,D2 agonist,TRHR PAM,RXFP1 antagonist,D2 PAM
NS(=O)(=O)c1ccc(NC(=O)CSc2nnc(-c3ccc(O)cc3)o2)cc1,1,-0.2,4,-2,-7,-1.3,-3,-21,1
Cc1ccccc1NC(=O)CCCCCN1C(=O)[C@@H]2Cc3ccccc3CN2C1=O,-5,-0.9,6,-2,8,0.4,0,-20,10
O=C1CCC(=O)N1CCCCCc1nc(-c2ccccc2)no1,23,-0.2,4,-7,-9,-0.9,-7,-5,x
CCC(=O)Nc1ccc(S(=O)(=O)NCc2cccn2Cc2cccc(C)c2)cc1,x,0.4,1,2,1,0.7,3,x,-5
O=C(NCC1CCCO1)C(C(=O)c1ccccc1)n1cc(Cl)ccc1=O (stereo not drawn),10,-0.5,2,5,2,0.4,-3,2,1
Cc1cc(N(C)C)nc(SC(C)C)n1,-12,-0.2,2,2,-4,-0.2,2,-13,11
Cc1cc(C)c(CSc2ncnc3nc[nH]c23)c(C)c1,5,-0.7,4,-28,-4,-0.4,2,-11,8
CCOC(=O)c1c(S(=O)(=O)N2CCCC(C(=O)NCc3ccccc3Cl)C2)c(C)n(C)c1C (stereo not drawn),x,-1.1,0,0,-2,x,-4,5,7
C=CCc1ccc(OCCOCCOc2cccc3cccnc23)c(OC)c1,-5,-0.6,5,-3,-6,-0.7,3,21,-10
O=C(NCc1ccc(F)cc1)C(Cc1ccccc1)n1cccc1 (stereo not drawn),x,0.2,4,3,-1,x,-4,6,-5
CC(C)[C@H](NC(=O)c1ccccc1Cl)C(=O)OCC(=O)NC(=O)NC1CCCC1,-3,-0.5,2,6,-6,-0.2,0,-22,23
O=C(OCCN1CCCCC1)c1ccccc1F,-1,0.3,0,8,1,0.8,4,1,-7
Cc1ccc2[nH]c(=O)c(CN(Cc3cccs3)S(=O)(=O)c3ccc4c(c3)OCCO4)cc2c1,-17,0.6,1,15,-7,1.9,-5,5,4
Cc1cc(C)c2c(N)c(C(=O)N3CCCCCC3)sc2n1,-9,-0.1,1,-16,2,-1.0,-2,10,-2
CCOC(=O)c1[nH]c(C)c(C(=O)Nc2ccccc2C)c1C,0,-1.3,6,-7,1,-1.1,3,x,-3
CCC/C(O)=C1\C(=O)CCCC1=NCCc1ccc(OCC)c(OCC)c1,11,-0.2,2,-12,-6,-1.5,12,-10,16
O=C(Nc1nnc(-c2ccccc2Cl)o1)c1ccco1,-11,-0.1,0,-2,-6,-0.5,-1,-5,x
Cc1c(O)ccc(C(=O)CN2CCN(Cc3ccc4c(c3)OCO4)CC2)c1O,-10,0.6,3,2,-1,0.2,1,-8,-26
Cc1ccccc1S(=O)(=O)Cc1ccc(C(=O)N2CCN(c3ncccn3)CC2)o1,x,-0.6,9,7,-3,x,-4,-20,1
CCCCCC(=O)NNC(=O)c1ccc(-c2ccccc2)cc1,21,-0.2,2,-3,-1,-0.1,1,-4,-12
CC1=NN(c2ccccc2)C(=O)/C1=C/c1ccc(Cl)cc1,6,-1.9,2,4,-7,-0.6,10,-9,23
Cc1csc(NC(=O)c2ccc(C)o2)n1,-5,0.0,1,-1,-4,0.3,5,-17,13
COc1cc(C(C)=O)ccc1OCC(O)CN1CCN(c2c(C)cccc2C)CC1 (stereo not drawn),-10,0.3,7,1,-3,-0.2,-2,-7,-13
CC(C)n1nc(C(=O)N2CCN(S(=O)(=O)c3cccs3)CC2)c2ccccc2c1=O,-7,-0.8,2,3,-3,-0.8,2,x,-8
CCOC(=O)CC1C(=O)NCCN1C(=O)Nc1ccc(Cl)cc1 (stereo not drawn),-25,0.1,0,-1,-6,-0.1,9,2,-4
Cc1cccc(N(CC(=O)NCc2ccco2)C(=O)CCC(=O)Nc2ccccn2)c1C,-2,-0.2,1,0,-5,-0.1,0,1,-5
CC(=O)Nc1ccc2nc(C)n(Cc3ccc(Cl)cc3)c(=O)c2c1,-1,1.7,2,-7,-5,0.0,2,-4,5
Cc1cc(C(=O)CSc2n[nH]c(N)n2)c(C)n1-c1ccc2c(c1)OCO2,5,0.0,1,-40*,0,-0.5,2,-3,3
O=C(NC(=S)Nc1ccccc1Br)c1ccc2c(c1)OCO2,-9,0.3,8,25,-2,-0.8,0,2,6
O=C(NCCN1CCN(C(=O)c2ccc(F)cc2)CC1)c1ccc(F)cc1,64*,0.1,4,-11,16,-0.5,-8,-5,-28
COc1ccc(NC2CC(=O)N(c3cc([N+](=O)[O-])ccc3C)C2=O)cc1 (stereo not drawn),-3,-0.2,5,-25,-3,0.2,-4,0,-9
CC1(C)Cc2ccccc2-c2c1c(=O)n(Cc1ccccc1)c1nnnn21,x,0.0,-1,9,-5,x,-6,-8,x
COC(=O)c1ccc(S(=O)(=O)N2CCCCCC2)n1C,3,0.4,0,0,3,0.5,1,0,1
CC(C)COC(=O)C(C#N)c1nc2ccccc2nc1N1CCN(Cc2ccc3c(c2)OCO3)CC1 (stereo not drawn),2,0.8,5,15,-2,0.8,4,-2,-9
CCOC(=O)N/N=C\c1ccc([N+](=O)[O-])o1,6,0.3,0,8,1,0.1,-1,2,-13
CCOC(=O)C1(CCOc2ccccc2)CCN(Cc2ccc(C#CCCO)cc2)CC1,3,0.2,9,5,0,0.0,2,0,8
COc1ccc(CC(=O)Nc2nnc(C(C)C)s2)cc1OC,10,0.7,2,-6,-2,0.0,2,-21,13
COc1cccc(C(=O)NCC2(c3ccc(OC)c(OC)c3)CCCC2)c1,-4,-0.5,1,4,-2,0.0,2,1,10
CS(=O)(=O)N1CCN(C2CCN(Cc3ccccc3)CC2)CC1,-2,0.3,5,-8,-7,-0.1,1,-6,10
CN(C)C(=O)COC(=O)[C@H](Cc1ccccc1)NC(=O)c1ccco1,3,2.8,2,1,1,4.0,5,-9,3

# 3 of the entries above in order of their number in RXFP1 antagonist, low to high:
canonical_smiles	D2 antag	TRHR agonist	D1 ag	D1 antagonist	D1 potentiator	TRHR PAM	RXFP1 antagonist	D2 PAM
COc1ccc(CC(=O)Nc2nnc(C(C)C)s2)cc1OC	10	0.7	2	-6	-2	2	-21	13
Cc1cc(C(=O)CSc2n[nH]c(N)n2)c(C)n1-c1ccc2c(c1)OCO2	5	0.0	1	-40*	0	2	-3	3
Cc1cccc(N(CC(=O)NCc2ccco2)C(=O)CCC(=O)Nc2ccccn2)c1C	-2	-0.2	1	0	-5	0	1	-5

# Later entries
SMILES,D2 antag,TRHR agonist,D1 ag,D1 antagonist,D1 potentiator,D2 agonist,TRHR PAM,RXFP1 antagonist,D2 PAM
CN(C(=S)NC(=O)/C=C/c1ccc(F)cc1)C1CCCCC1,5,0.1,1,-5,2,1.2,1,-9,-9
Cc1cc(C)c2c(c1)/C(=N\N=c1\sc3ccccc3n1C)C(=O)N2,2,-0.4,2,9,-4,-0.4,-9,14,-5
O=C(Nc1ccccc1C(F)(F)F)c1cc(-c2ccccc2O)on1,-4,-1.7,0,19,-5,-3.5,-3,-4,19
CC(=O)Nc1ccc(-c2csc(Nc3cccc(C)n3)n2)cc1,-5,3.0,3,-7,-6,0.5,5,u,6
O=C(CNC(=O)C1CCCCC1)Nc1cc(Cl)ccc1Cl,-6,-1.1,1,10,1,-0.7,16,1,0
COc1cccc(C(=O)COC(=O)c2cccs2)c1,1,-0.5,0,1,-5,-0.9,1,-5,16
CS(=O)(=O)N1CCN(c2ccc(NC(=S)NC(=O)c3cccs3)cc2)CC1,-4,-0.7,6,2,-8,0.3,44*,3,17
CCOc1ccc2nc(NCCNC(=S)NCCCN(C)C)c(C#N)cc2c1,-2,0.7,2,-7,-2,1.2,-1,-1,-9
CC(Oc1ccc2ccccc2c1)C(=O)N/N=C/c1cccnc1 (stereo not drawn),5,0.4,2,-15,1,0.4,2,24,13
Cc1ccccc1N1CCN(C(=O)c2ccccc2NC(=O)/C=C\C(=O)O)CC1,2,0.4,2,14,-1,0.3,6,-4,-2
O=C(O)c1ccc(-c2nnc(-c3cccc(Br)c3)o2)cc1,16,0.0,3,6,0,1.7,-2,0,2

# Retrieved one by one from the entries so far (5):
SMILES,D2 antag,TRHR agonist,D1 ag,D1 antagonist,D1 potentiator,D2 agonist,TRHR PAM,RXFP1 antagonist,D2 PAM
Cc1ccccc1N1CCN(C(=O)c2ccccc2NC(=O)/C=C\C(=O)O)CC1,2,0.4,2,14,-1,0.3,6,-4,-2
CC(Oc1ccc2ccccc2c1)C(=O)N/N=C/c1cccnc1 (stereo not drawn),5,0.4,2,-15,1,0.4,2,24,13
CN(C(=S)NC(=O)/C=C/c1ccc(F)cc1)C1CCCCC1,5,0.1,1,-5,2,1.2,1,-9,-9
O=C(O)c1ccc(-c2nnc(-c3cccc(Br)c3)o2)cc1,16,0.0,3,6,0,1.7,-2,0,2
Cc1cc(C)c2c(c1)/C(=N\N=c1\sc3ccccc3n1C)C(=O)N2,2,-0.4,2,9,-4,-0.4,-9,14,-5

# Entries above printed as active in D1 antagonist.
Molecule	D2 antag	TRHR agonist	D1 ag	D1 antagonist	D1 potentiator	TRHR PAM	RXFP1 antagonist	D2 PAM
Cc1cc(C(=O)CSc2n[nH]c(N)n2)c(C)n1-c1ccc2c(c1)OCO2	5	0.0	1	-40*	0	2	-3	3
